Cl transport mod = modulators of human KCC2 chloride dependent transport. KCC2 cells, thallium flux FluoZin-2 fluorescence. B-score of Tl+ flux slope (higher = more flux/activation; lower = inhibition) at 10 µM. 2.2% of 190,000 active. AID 1456;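 active means thallium flux slope and its plate-corrected score both differing from the plate sample mean at a set confidence after two filtering rounds, in either direction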;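 further: slope of fluorescence scaled to starting intensity during 10 to 20 s after thallium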
MDM2 E3 inh = inhibitors of human Mdm2 E3 ubiquitin ligase; cell-based MDM2 ubiquitination luciferase reporter, 2 h; 0 = plate control, 100 = twice control, blank-subtracted; 0.11% of 210,000 active; signal enhancement, % at 5 µM; Q00987; AID 1230;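 active means signal enhancement of 30% or more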;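 further: luminescence tracks abundance of the self-degrading MDM2-luciferase fusion protein; higher signal means inhibition of MDM2 E3 ligase activity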
Target sequence (Q00987 whole entry, looked up, the tested form may be a part): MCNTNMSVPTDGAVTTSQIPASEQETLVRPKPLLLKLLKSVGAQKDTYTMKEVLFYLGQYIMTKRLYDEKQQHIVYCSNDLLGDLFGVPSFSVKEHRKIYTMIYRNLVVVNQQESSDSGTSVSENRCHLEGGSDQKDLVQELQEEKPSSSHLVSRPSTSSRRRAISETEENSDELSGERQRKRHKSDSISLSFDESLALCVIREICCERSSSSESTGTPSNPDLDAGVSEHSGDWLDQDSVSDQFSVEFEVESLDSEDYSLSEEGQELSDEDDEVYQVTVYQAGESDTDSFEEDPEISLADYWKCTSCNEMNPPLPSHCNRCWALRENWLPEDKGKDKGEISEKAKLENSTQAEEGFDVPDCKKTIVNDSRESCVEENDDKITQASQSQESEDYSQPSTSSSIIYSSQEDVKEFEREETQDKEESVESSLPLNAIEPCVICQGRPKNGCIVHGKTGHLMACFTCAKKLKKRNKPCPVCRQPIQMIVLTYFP
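Timing – 2 h compound exposure at 37 °C · Assay system – mammalian cells stably expressing self-ubiquitinating, self-degrading MDM2 E3–luciferase fusion · Amount – 2000 cells seeded into each well · Measure – % luminescence enhancement versus blank-corrected plate control mean · Measured by – SteadyLite luminescence, 15 min reagent step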
Rad51 HR inh = Rad51 (human) homologous recombination inhibition | Q06609 | hRad51 DNA strand exchange, fluorescence dequenching | inhibition, % at 10 µM | 0.085% of 200,000 active | AID 1385;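 active means inhibition above 40% at the single screening dose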;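 further: 0% = DMSO control wells and 100% = blanks with heterologous ssDNA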
Target sequence (Q06609 whole entry, looked up): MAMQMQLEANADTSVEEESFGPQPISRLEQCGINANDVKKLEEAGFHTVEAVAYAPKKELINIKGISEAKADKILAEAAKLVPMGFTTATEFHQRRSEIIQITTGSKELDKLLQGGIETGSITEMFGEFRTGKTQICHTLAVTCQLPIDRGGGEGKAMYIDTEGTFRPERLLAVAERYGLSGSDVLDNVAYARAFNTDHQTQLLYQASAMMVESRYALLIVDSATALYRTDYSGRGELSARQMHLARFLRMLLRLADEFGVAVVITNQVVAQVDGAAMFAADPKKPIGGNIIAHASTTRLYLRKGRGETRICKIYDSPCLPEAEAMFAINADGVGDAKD
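Material: hRad51 filaments on single-stranded DNA; Reagent: Donor/quencher-labelled 47-bp dsDNA substrate; Compound: 10 µM final, single point; Schedule: 37 °C 15-min filament assembly, 30-min compound preincubation, 15-min exchange; Technique: FRET fluorescence, excitation 485 nm, emission 520 nm; Benchmarks: control wells and blank wells on each plate.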
TNF necrop inh = TNF-alpha cell death inhibition in Jurkat FADD-/- cells; Jurkat FADD-/- TNF necroptosis rescue, ATP luminescence, 24 h; 0 = TNF only, 100 = no-TNF cells; activation (protection from cell death), % at 10 µM; 0.068% of 220,000 active; AID 463075;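 active means activation, meaning protection from cell death, of at least 50% relative to plate controls; inactive means activation below 50%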;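 further: necroptosis triggered by 40 ng/mL TNF-alpha added together with compound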
PERK inh = blocks human PERK kinase. 0.17% of 220,000 active. inhibition, % at 5.6 µM. Q9NZJ5. CHO PERK-DD fusion, SEAP luminescence translation reporter;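 active means inhibition above the mean inhibition of all tested compounds plus 3 SD, set separately per screening campaign, cut at about 2.9% in these data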;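 further: PERK kinase domain activated by AP20187 dimerizer at 100 nM; 0% = DMSO with dimerizer and 100% = rapamycin at 8.4 µM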
zVAD death inh = blocks zVAD induced death of L929 cells; viability rescue, % at 10 µM; 0.38% of 220,000 active; L929 zVAD necroptosis rescue, ATP luminescence, 24 h; with zVAD 60 µM;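 active means activation, scaled between plate controls, above about 75%, limit read from the data; inactive means activation under that limit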;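 further: 0% = zVAD with DMSO and 100% = DMSO alone without zVAD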
m-calpain inh = inhibitors of pig calpain II; purified calpain II, fluorogenic peptide substrate, 30 min; 0.37% of 220,000 active; AID 1236; inhibition, % at 16 µM;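 active means inhibition above about 50%, limit read from the data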
EBV gp42 inh = inhibitors of Epstein-Barr virus glycoprotein 42; 0.42% of 220,000 active; Fluorescence polarization binding assay, mP read-out; inhibition, % (tested at 21.74 µM); in the data active means inhibition above about 50%
eIF4E-4G inh = inhibitors of eIF4E and eIF4G interaction in translation initiation | TR-FRET eIF4E-eIF4GI(517-606) binding, 2 h | 0.37% of 220,000 active | AID 782 | inhibition, % at 21.7 µM | P63073+Q04637;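 active means inhibition above about 30%, limit read from the data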;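 further: 0% = full FRET control wells and 100% = background wells lacking eIF4GI fragment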
An asterisk follows results filed as active; i = inactive; / = not tested or not shown; [ ] = another dose, or the depositor's remark.

SMILES | Cl transport mod | MDM2 E3 inh | Rad51 HR inh | TNF necrop inh | PERK inh | zVAD death inh | m-calpain inh | EBV gp42 inh | eIF4E-4G inh
Cc1cccc(OCC2CCCN(Cc3nc(C4CC4)no3)C2)c1 (configuration not stated) | -0.18 | -6 | -91 | 0.3 | 0.9 | 0.1 | -6 | -1 | 0
Cc1cnn(-c2cc(N/N=C/c3cccc(F)c3)ncn2)c1 | 0.019 | -11 | 2 | 7.8 | -0.2 | 62 | 12 | 7 | 2[fluorescence artefact?]
Nc1nc(Cl)cc(N2CCC(c3cc(-c4ccc(Cl)cc4)n[nH]3)CC2)n1 | 0.73 | 2 | 2 | -16 | -2.0 | 4.8 | 17 | -15 | -1
Cc1ccccc1-n1c(C)nnc1SCC(=O)NCC1CCCO1 (configuration not stated) | -0.44 | -9 | 1 | 0.2 | 1.1 | -0.1 | 8 | 3 | -12
Cc1cc2oc(=O)cc(CSc3nc(N)cc(N)n3)c2cc1C | -0.19 | -8 | -6 | -4.0 | -1.3 | -0.5 | 18 | -4 | 4
O=C(NCc1cccc(Cl)c1)c1ccco1 | / | -5 | 4 | -2.6 | 1.6 | -0.4 | -43 | -6 | -10
Cc1ccc(NC(=S)N2CCSC2c2cccs2)cc1 (configuration not stated) | -0.098 | -22 | 4 | 1.3 | 0.5 | -1.2 | 15 | -13 | -5
O=C(CSc1nnc(NC(=O)C2CCCCC2)s1)NCc1ccco1 | -0.11 | -7 | 12 | -1.5 | -0.5 | -0.8 | -2 | 8 | -2
O=C(NCc1ccco1)Nc1ccc(Br)cc1Cl | -1.4 | -5 | 2 | 28 | 0.7 | -0.1 | 38 | -5 | 1
COc1cc(Cl)c(C)cc1NC(=O)CNC(C)c1ccccc1OC (configuration not stated) | -0.22 | -5 | 12 | 4.2 | 0.2 | 0.4 | 90* | -7 | -1
O=C(c1ccco1)N1CCN(C(=O)c2cc(-c3ccccn3)nc3ccccc23)CC1 | / | -26 | 0 | -0.5 | -0.5 | 0.6 | / | / | /
CC(Sc1nc(N)cc(=O)[nH]1)C(=O)Nc1sc2c(c1C#N)CCCC2 (configuration not stated) | -0.98 | -24 | / | -2.5 | 0.1 | 0.1 | 0 | 3 | 0
CC(C)CNC(=O)c1ccccc1NC(=O)/C=C/c1cccc([N+](=O)[O-])c1 | 0.72 | -5 | -1 | 1.0 | 0.3 | 1.2 | 19 | 5 | -4
COc1cc(/C=N/NC(=O)c2cc(-c3ccccc3)sc2N)cc(OC)c1OC | -0.093 | -18 | 10 | -10.0 | -2.4 | 41 | -47 | 5 | -3
N#Cc1c(N2CCCC2)nc(N)c2c(N)nc(N3CCCC3)cc12 | 0.014 | -8 | -11 | -9.3 | 0.1 | 6.2 | i | -6 | 14[fluorescence artefact?]
S=C(Nc1ccc(Oc2ccc(NC(=S)NC3CCCCC3)cc2)cc1)NC1CCCCC1 | 0.95 | -2 | / | -0.6 | 0.6 | 0.3 | -37 | -23 | 7[fluorescence artefact?]
CCOC(=O)C1=C(C)NC(C)=C(C(=O)OCC)C1c1sccc1C | / | -7 | 1 | -0.1 | -0.5 | 0.1 | -21 | 0 | -10
CC1Cc2ccccc2N1CC(=O)Nc1ccc2c(c1)OC(F)(F)O2 (configuration not stated) | -1.6 | / | -7 | 1.4 | 0.1 | -1.4 | 6 | -6 | -1
CC(=O)N(C(C)=O)N1C(=O)c2cccc3c(N4CCOCC4)ccc(c23)C1=O | -1 | -4 | -51 | 1.3 | 0.2 | 1.4 | -11 | -22 | 1
Cc1c(-c2nc(N)nc(Nc3ccc(F)cc3)n2)oc2ccccc12 | 0.48 | -6 | 5 | -7.0 | -0.8 | -1.6 | -86 | -11 | 5
CCOC(=O)c1ccc(NC(=O)CSc2nc3c(c(=O)n2CC)SC(C)C3)cc1 (configuration not stated) | -1.1 | -14 | 1 | 2.3 | -0.1 | -0.5 | 11 | 2 | -3
Cc1nc(-c2coc3cc(C)c(N=O)c(O)c3/c2=N\N)cs1 | -0.28 | -16 | 3 | 0.8 | 0.6 | -0.4 | 2 | -1 | -2
O=C(Nc1nnc(C2CC2)s1)c1ccc(Cl)c(S(=O)(=O)N2CCc3ccccc3C2)c1 | -0.47 | -7 | 6 | -1.8 | 0.8 | 0.3 | -52 | -17 | -5
COc1ccc(CC(C)N2CCN(c3cccc(C(F)(F)F)c3)CC2)cc1OC (configuration not stated) | 0.056 | -9 | 1 | 0.9 | -1.7 | 0.7 | -1 | 2 | -5
Brc1ccc(/C=N/Nc2nncc(-c3ccccc3)n2)o1 | -0.2 | -13 | -20 | 1.0 | 0.4 | 3.7 | -9 | -19 | 7
O=C(Nc1nc(-c2cccc3ccccc23)cs1)c1cnccn1 | 0.9 | 7 | 1 | 1.1 | -0.1 | -0.2 | -25 | 3 | -11
Cc1[nH]nc(SCC(=O)N2CCCC2)c1[N+](=O)[O-] | 0.66 | -5 | 1 | -0.1 | 0.1 | 1.8 | 12 | -1 | 1
CCc1ccc(S(=O)(=O)NCCc2cn3cccc(C)c3n2)s1 | -0.21 | 0 | -10 | 0.0 | -0.1 | 1.6 | -9 | 0 | 1
Cc1ccc(-c2nc3ccccn3c2NCc2ccc3c(c2)OCO3)cc1 | -1.3 | -6 | 6 | -1.4 | -0.7 | 0.7 | i | -5 | 4
COc1cccc(C2=CC(c3ccc(N(C)C)cc3)n3nnnc3N2)c1 (configuration not stated) | / | -5 | -2 | -6.3 | 0.1 | -0.2 | 1 | -13 | -4
CCCN1CCC(=O)N(CCSc2ccc(C)cc2)CC1 | 0.39 | -3 | 5 | 1.0 | / | -0.9 | 2 | -7 | -3
Cc1ccc(C(=O)n2c3ccccc3c3ccccc32)cc1 | / | -10 | -4 | 0.0 | -0.4 | -0.5 | 7 | -3 | 3
COc1ccc(C(=O)n2ccc(C)n2)cc1Br | 0.036 | -1 | / | 1.2 | 1.3 | / | -1 | -6 | -4
Brc1ccc(-c2csc(N3CCc4ccccc4C3)n2)cc1 | 0.071 | -2 | 9 | -1.3 | 0.0 | -0.2 | -16 | -6 | 8[fluorescence artefact?]
COc1cccc(C(c2nnnn2Cc2ccco2)N2CCN(c3cccc(C)c3C)CC2)c1OC (configuration not stated) | -0.022 | -19 | -3 | -11 | -0.8 | 0.6 | 6 | 4 | 0
CCOC(=O)c1sc(NC(=O)CNC(=O)Cn2cnc3sc(C)c(C)c3c2=O)nc1C | -0.83 | -1 | 9 | 1.1 | 0.4 | 1.0 | -39 | -20 | 7
CCN1CCN(CCCCOc2ccccc2F)CC1 | 1.4 | -65 | -9 | 0.6 | 0.8 | -0.5 | -12 | 3 | 4[fluorescence artefact?]
CC(CN(C)Cc1ccccc1)OC(=O)c1cccs1 (configuration not stated) | -0.042 | -16 | -6 | -0.9 | -0.4 | 0.9 | 0 | -3 | 5[fluorescence artefact?]
CC(C)Cn1c(N)c(S(=O)(=O)c2cccs2)c2nc3ccccc3nc21 | 0.4 | 0 | -2 | 0.1 | -1.8 | 3.5 | i | 14 | -3
CC1(C(=O)Nc2cccc(S(=O)(=O)N3CCOCC3)c2)Cc2ccccc2C(=O)O1 (configuration not stated) | 1.1 | -27 | 8 | 0.5 | -0.4 | -0.4 | 11 | -19 | 0
CCCn1c(C)cc(C(=O)CSc2nc3nc(C)cc(C)n3n2)c1C | -0.18 | -8 | -2 | 2.3 | -0.7 | 0.1 | 9 | -7 | 2
COc1ccccc1Nc1nc(-c2sc(NC(=O)c3ccc([N+](=O)[O-])cc3)nc2C)cs1 | 0.28 | -14 | / | 1.8 | -0.3 | 1.1 | -123 | -22 | -12
NC(=NCCc1c[nH]c2ccccc12)NS(=O)(=O)c1ccc2ccccc2c1 | -2.2 | -20 | -2 | 1.6 | -0.2 | 0.4 | 14 | 7 | -2
CCCOc1ccc(C2c3c(oc4cc(C)c(C)cc4c3=O)C(=O)N2CCCN2CCOCC2)cc1 (configuration not stated) | -0.98 | -4 | 1 | 0.7 | -1.2 | 0.4 | -75 | -7 | 0
CC(C)Oc1cc(NC(=O)CSCC(=O)Nc2cccc(C(F)(F)F)c2)c(Cl)cc1Cl | -0.93 | -8 | 4 | 0.0 | 0.6 | 0.2 | -1 | 7 | 7[fluorescence artefact?]
CCCC(=O)c1c(C)c2ccccc2n1C | 0.44 | -1 | -8 | -5.0 | 0.7 | -0.3 | -5 | -14 | 1
Cc1cc2cccc(C)c2nc1SCC(=O)NNC(=O)c1ccco1 | 2.5 | -7 | 6 | 0.4 | 0.3 | 1.3 | -9 | -7 | 4
COc1ccc([N+](=O)[O-])cc1N(CC1CO1)S(=O)(=O)c1ccc(C)cc1 (configuration not stated) | -1 | -7 | -1 | -6.0 | 1.0 | 1.6 | -27 | -23 | 7
CCOC(=O)c1cccc(NS(=O)(=O)c2ccc(NC(C)=O)cc2)c1 | 0.39 | -7 | 3 | -2.8 | -0.9 | 0.5 | -48 | -9 | 5
COc1ccc(C)cc1NC(=O)C1COc2ccccc2O1 (configuration not stated) | 0.27 | -10 | 2 | 0.8 | 0.3 | 4.7 | 4 | -11 | -3
COc1ccccc1CNC(=O)c1ccc(NS(C)(=O)=O)cc1 | -0.059 | -19 | -1 | -0.6 | 1.1 | 0.3 | 13 | -8 | 3
NC(N)=NC(N)=Nc1cccc(Cl)c1 | 0.34 | 2 | 5 | 7.2 | / | 0.1 | -23 | -15 | -22
COc1ccc(-n2c(CCc3ccccc3)nnc2SCC(=O)c2ccccc2)cc1 | 0.03 | 3 | / | 2.3 | -1.1 | / | 15 | 2 | 0

Screening data deposited in PubChem BioAssay by several laboratories.
